High-throughput results as filed in PubChem.
cytoskel mod: modifiers of cytoskeleton assembly | inhibition, % at 2 µM | actives 0.18% (n = 91,000) | AID 836 | HUVEC TNFa F-actin phalloidin imaging, high content;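 active = inhibition above the batch mean plus 3 SD and confirmed as a hit by visual image inspection, cut at about 30% in these data, passing the limit was not always enough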; also: strong numbers were not always called active
Candida biofilm: kills Candida albicans biofilms | C. albicans biofilm + clotrimazole, Alamar Blue | inhibition, % at 6 µM | actives 0.14% (n = 85,000);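 active = inhibition above 20%; inactive = inhibition below 20%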;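 also: preformed 24 hr biofilms exposed to compound for 48 hr; 0% = biofilm without compound and 100% = blank killed by clotrimazole plus chlorhexidine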
sEH inhibitor: inhibitors of human soluble epoxide hydrolase; inhibition, % at 2 µM; actives 0.34% (n = 91,000); P34913; recombinant human sEH enzymatic activity assay; in the data active = inhibition above about 80%; also: values of inactives mirror those of a sister screen read the other way; many of its hits are not listed in these tables
Target sequence (P34913 whole entry, looked up): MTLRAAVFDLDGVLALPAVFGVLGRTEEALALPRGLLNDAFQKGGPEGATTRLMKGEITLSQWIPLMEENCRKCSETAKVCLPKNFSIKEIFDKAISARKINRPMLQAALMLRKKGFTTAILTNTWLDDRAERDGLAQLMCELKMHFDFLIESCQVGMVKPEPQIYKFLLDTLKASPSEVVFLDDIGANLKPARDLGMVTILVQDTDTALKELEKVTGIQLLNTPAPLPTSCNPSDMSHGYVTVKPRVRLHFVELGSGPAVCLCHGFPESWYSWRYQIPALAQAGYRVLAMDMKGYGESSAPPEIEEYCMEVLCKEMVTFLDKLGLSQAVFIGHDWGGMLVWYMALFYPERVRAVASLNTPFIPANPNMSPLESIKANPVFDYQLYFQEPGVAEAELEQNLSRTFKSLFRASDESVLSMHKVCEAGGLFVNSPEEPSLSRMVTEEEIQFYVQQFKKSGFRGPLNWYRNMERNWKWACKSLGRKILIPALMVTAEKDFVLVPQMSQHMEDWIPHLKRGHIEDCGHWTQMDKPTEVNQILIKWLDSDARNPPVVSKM
HUVEC tox TNFa: HUVEC cytotoxicity counter-screen, TNF alpha stimulated; HUVEC TNFalpha-stimulated, Hoechst cell count, imaging; cell count reduction, % at 2 µM; actives 0.17% (n = 93,000);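 active = cell count reduction exceeding the screen mean by over 5 SD, scaled to untreated wells per plate, cut at about 78% in these data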;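 also: cells counted after 24 h of TNF alpha exposure following the 1 h pretreatment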
sEH act: soluble epoxide hydrolase (human) activation; purified human sEH enzymatic activity, activator screen; activation, % at 2 µM; actives 0.04% (n = 91,000); AID 717; P34913; in the data active = activation above about 37%; also: values of inactives mirror those of a sister screen read the other way
Smad3 FoxH1 inh: inhibitors of human Smad3 transcription factor binding; P84022; TR-FRET Smad3/Dy647-FoxH1 peptide binding, europium anti-His; inhibition, % at 25 µM; actives 0.29% (n = 88,000); AID 630;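 active = compounds that reduce the energy-transfer binding signal between the protein and its labelled peptide by more than half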;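 also: 0% = Smad3 plus labelled peptide maximal FRET and 100% = peptide-only background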
IL1B cytotox: toxic to HUVEC cells under IL-1B stimulation; HUVEC cell count loss, Hoechst imaging, IL-1B stimulated; cell count reduction, % at 2 µM; actives 0.41% (n = 94,000);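 active = cell count reduction more than 3 SD above the screen-wide mean, cut at about 70% in these data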;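 also: normalized per plate to untreated control cells as the no-loss baseline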
VCAM1 TNFa inh: reduces TNF alpha induced VCAM1 expression in HUVEC. HUVEC TNFa-induced VCAM-1 immunofluorescence, high-content imaging. inhibition, % at 2 µM. actives 0.48% (n = 95,000);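 active = inhibition above the batch mean plus 3 SD, with images confirmed as a hit by eye, cut at about 37% in these data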;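 also: 0% = TNF-stimulated DMSO wells and 100% = unstimulated control wells; not every result past the cut was called active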
ERb SRC1 inh: ER-beta (human) coactivator binding inhibition. inhibition, % at 25.6 µM. Q92731. TR-FRET ER-beta LBD / SRC1-Cy5 peptide binding; receptor agonist-loaded with 1 µM estradiol. AID 633. actives 1.3% (n = 86,000);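 active = compounds whose percent inhibition of the receptor-coactivator binding signal exceeds about 50% in the single-dose screen, limit read from the data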;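 also: 0% = receptor plus peptide wells without compound and 100% = peptide-only wells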
Target sequence (Q92731 whole entry, looked up, the tested form may be a part): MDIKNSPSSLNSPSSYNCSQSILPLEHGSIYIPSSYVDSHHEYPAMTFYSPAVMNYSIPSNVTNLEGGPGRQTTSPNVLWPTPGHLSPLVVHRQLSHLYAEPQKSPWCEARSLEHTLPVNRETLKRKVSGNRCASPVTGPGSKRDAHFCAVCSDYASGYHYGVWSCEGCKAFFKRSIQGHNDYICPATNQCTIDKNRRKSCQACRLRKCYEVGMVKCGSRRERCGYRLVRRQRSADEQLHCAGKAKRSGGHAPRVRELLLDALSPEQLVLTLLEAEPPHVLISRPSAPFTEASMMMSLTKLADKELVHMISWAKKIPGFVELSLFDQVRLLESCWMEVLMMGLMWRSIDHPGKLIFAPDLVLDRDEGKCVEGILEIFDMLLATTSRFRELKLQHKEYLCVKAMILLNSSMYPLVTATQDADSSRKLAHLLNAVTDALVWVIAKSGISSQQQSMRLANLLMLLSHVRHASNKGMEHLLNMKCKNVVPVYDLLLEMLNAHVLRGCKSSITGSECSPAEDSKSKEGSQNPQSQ
* hit, by the source's call; . = not tested or not shown; [ ] = another dose, or the depositor's remark. These rows are one share of the data; rates above refer to the full screens.

structure | sEH inhibitor | IL1B cytotox | Smad3 FoxH1 inh | ERb SRC1 inh | HUVEC tox TNFa | VCAM1 TNFa inh | sEH act | cytoskel mod | Candida biofilm
CC(=O)N(Cc1ccccc1)c1ncc2c(n1)c(=O)c(C#N)c1ccccn12 | -7.4 | -8.6 | 14.3 | 7.9 | -13.6 | 9.8 | 5.5 | -4.3 | 3.9
CCC(C)(C)n1nnnc1C(c1cc2cc(C)cc(C)c2[nH]c1=O)N1CCN(C(=O)c2ccco2)CC1 (stereo unspecified) | 5.4 | -2.3 | . | . | -49.8 | -3.4 | -5.0 | 21.1 | .
CC(CP(=O)(O)O)NC(=O)Cc1ccccc1 (stereo unspecified) | -9.0 | -15.3 | -9.7 | 2.3 | -1.8 | -0.6 | 8.4 | -18.0 | -2.2
COC(=O)CSC1=C(C#N)C(c2ccc(Cl)cc2)C(C(=O)OC)C(=O)N1 (stereo unspecified) | . | 4.4 | -0.7 | 7.2[fluorescence artefact?] | -18.9 | 3.2 | . | -5.8 | 0.2
Cc1ccc(/C=N/n2nnnc2N)cc1[N+](=O)[O-] | -5.8 | 5.3 | . | . | -10.4 | -14.0 | 8.6 | -0.1 | .
COc1ccc(C2C(C#N)=C(N)N(Nc3ccccc3)C3=C2C(=O)CC(C)(C)C3)cc1C (stereo unspecified) | 0.7 | 0.5 | . | . | -2.6 | -12.2 | 1.9 | -4.3 | .
CC(C)C1NC(=S)N(Cc2ccccc2)C1=O (stereo unspecified) | 4.0 | -38.3 | . | . | -3.3 | 13.5 | -0.9 | -4.0 | .
CCCCSc1nnc(-c2ccc(NC(=O)CC)cc2)n1C | 5.1 | -5.1 | -3.4 | -12.6 | -26.8 | 3.5 | -3.7 | 9.2 | -1.0
COc1ccc(S(=O)(=O)Cc2ccc(C(=O)NCCCN3CCc4ccccc4C3)o2)cc1 | 4.0 | -1.0 | -7.4 | 1.5 | -11.0 | 1.8 | -3.4 | 1.0 | 9.8
Cc1ccc(-c2nnc(SCC(=O)NNC(=O)COc3cccc(C)c3)n2C)cc1 | 5.0 | -19.2 | . | . | -16.7 | 15.9 | -2.8 | 21.7 | .
NC(=O)c1sc2nc3c(c(-c4ccccc4)c2c1N)CCC3 | 1.1 | 0.0 | -4.0 | -7.7 | -21.2 | -4.7 | 1.3 | -3.6 | 5.9
CCOc1ccc(-c2nnc(-c3cccs3)o2)cc1OCC | 1.9 | -0.3 | -4.3 | -6.0 | -15.9 | 7.5 | -2.4 | 8.3 | 3.7
CCN(C#N)c1nc(NC(C)C)nc(NC(C)C)n1 | -2.8 | -5.1 | 11.1 | -6.0 | -29.9 | 3.1 | 0.9 | -2.9 | -2.3
O=c1nc2n(c3ccc(Br)cc13)CCS2 | 3.9 | -21.8 | 6.2 | -3.4 | -23.1 | -27.1 | -1.4 | 1.3 | -1.2
CCCCC(c1nnnn1CCOC)N1CCN(Cc2ccccc2)CC1 (stereo unspecified) | 6.1 | -3.2 | 0.6 | 4.8 | -4.9 | 2.9 | -6.1 | -26.5 | 5.1
Cc1c(NC(=O)CCC(=O)N2CCOCC2)c(=O)n(-c2ccccc2)n1C | -2.3 | 17.0 | -0.6 | -10.7[fluorescence artefact?] | -30.9 | 12.5 | 8.1 | 18.1 | 6.5
COc1ccc(Cl)cc1S(=O)(=O)N1CCN(c2ccc(F)cc2)CC1 | 3.2 | 0.3 | 1.9 | -1.3 | . | . | -4.6 | . | 8.6
Cn1c(OCc2ccco2)nc2c1c(=O)n(Cc1ccc(Cl)c(Cl)c1)c(=O)n2C | 23.0 | -1.4 | 4.2 | -12.6 | -17.1 | 10.9 | -23.0 | -10.9 | 2.4
Cn1c2c(c(=O)n(C)c1=O)C(NC(=O)C(C)(C)C)(C(F)(F)F)C(=O)N2 (stereo unspecified) | -6.7 | 2.9 | 10.3 | -1.9 | -5.6 | 1.6 | 4.8 | -2.2 | 1.6
Cn1ncc2c1ncn1nc(COc3ccc4ccccc4c3)nc21 | . | -12.4 | -1.6 | -15.2 | -30.8 | 15.2 | . | 1.0 | 2.1
CC1(C)N=C(/C=N/O)CN1O | 1.7 | 0.3 | -6.1 | -5.8[fluorescence artefact?] | -13.1 | 20.8 | -2.5 | 4.6 | 4.7
CCOc1ccc(-c2nnc(SCc3nc4ccccc4[nH]3)n2N)cc1 | 10.1 | 6.6 | -1.1 | -15.1 | -6.9 | 7.8 | -10.3 | -21.5 | -2.5
Cc1ccc(C)c(N2CCN(C(=O)Cn3c(=O)[nH]c4ccsc4c3=O)CC2)c1 | -10.0 | 14.5 | 1.9 | -7.7 | -16.1 | 3.8 | 9.5 | . | 3.6
CCC(=O)N(Cc1ccc(S(N)(=O)=O)cc1)C1CC(=O)N(c2ccc(OC)cc2)C1=O (stereo unspecified) | 5.3 | -18.7 | -2.1[fluorescence artefact?] | 3.4 | -2.4 | -3.5 | -4.3 | -10.7 | 4.8
COc1ccc(-c2nc3n(n2)C(c2ccccc2Cl)C(C(N)=O)=C(C)N3)cc1 (stereo unspecified) | 0.4 | 7.9 | 7.0 | -7.5 | -14.7 | -14.4 | -1.7 | -2.2 | 4.2
O=C1c2cccc3cccc(c23)C(=O)N1c1ccc2ncccc2c1 | -1.9 | -22.6 | 3.7 | 23.5 | -8.2 | -0.7 | 1.8 | -8.2 | 8.3
O=S(=O)(c1ccccc1)c1cnc(-c2cccnc2)nc1-c1ccccc1 | 11.8 | 25.2 | . | . | -8.7 | -14.2 | -14.1 | -5.3 | .
Cc1cccc(N2CCN(C(=O)Cn3cnc4c3c(=O)n(C)c(=O)n4C)CC2)c1C | 4.9 | 5.3 | -19.8 | 4.1 | -5.4 | 2.0 | -4.9 | -3.8 | -1.1
COc1cc(OC)nc(NC(=O)NS(=O)(=O)c2ccc(OC(F)(F)F)cc2)n1 | -8.5 | -26.3 | . | . | 1.9 | 19.2 | 8.2 | 25.5 | .
COc1ccc2sc(NC(=O)CC(C)C)nc2c1 | 11.6 | -37.1 | 1.3 | -4.9 | -22.7 | -1.1 | -11.8 | -11.4 | 4.9

Later entries
structure | sEH inhibitor | IL1B cytotox | Smad3 FoxH1 inh | ERb SRC1 inh | HUVEC tox TNFa | VCAM1 TNFa inh | sEH act | cytoskel mod | Candida biofilm
Cc1nc2ccc(S(=O)(=O)NCC(=O)N3CCCCC3)cc2s1 | -1.2 | -43.6 | 6.8 | -4.5 | 9.5 | -0.7 | 2.5 | 3.7 | 2.4
CCN(CC)CCN1C(=O)c2ccccc2NC1c1cc(OC)c(OC)c(OC)c1 (stereo unspecified) | -8.3 | 7.6 | -0.7 | -13.0 | -1.7 | -20.9 | 8.1 | -9.3 | -0.7
CC(C)OCCCNC(=O)CN1CCN(Cc2ccccc2Cl)C1=O | -16.3 | 17.8 | 1.9 | -0.6 | -4.7 | 3.1 | 17.9 | -0.1 | 8.7
Cc1ccc(SCc2cc(=O)[nH]c(/N=C(\N)Nc3ccc(C)c(C)c3)n2)cc1 | -3.6 | 5.9 | . | . | 13.0 | 1.4 | 4.4 | -30.5 | .
CC(=C1C(=O)c2ccccc2C1=O)N1CCC(C(N)=O)(N2CCCCC2)CC1 | 11.2 | -21.5 | -1.9 | -18.5 | -10.5 | 5.5 | -6.0 | 13.0 | 0.9
C=CCn1c(SCC(=O)O)nnc1-c1ccc(C(C)(C)C)cc1 | 19.4 | -32.7 | -4.5 | -1.6[fluorescence artefact?] | -1.7 | 8.3 | -21.7 | 10.1 | -1.4
COc1cccc(N(CC(=O)N2CCN(C)CC2)S(=O)(=O)c2ccc(C)cc2)c1 | 13.3 | -25.1 | 7.8 | -2.7 | . | . | -12.2 | -0.6 | 2.3
CC(=O)Nc1ccc(C#Cc2ccc(NC(C)=O)cc2)cc1 | 4.4 | -35.6 | . | . | -4.6 | 8.1 | -3.5 | -18.3 | .
O=C(CN(Cc1ccc2c(c1)OCO2)C(=O)CNS(=O)(=O)c1ccccc1)NCC1CCCO1 (stereo unspecified) | 0.8 | -5.7 | -3.3 | 4.1 | -5.5 | 11.7 | -0.6 | 4.3 | 2.3
Cc1cccc(Nc2n[nH]c(=S)s2)c1C | . | -46.7 | . | . | -4.1 | -0.5 | . | 0.1 | .
Cc1ccc(CN(Cc2cccnc2)C(=O)CN2C(=O)COc3ccccc32)o1 | -5.2 | 2.6 | -6.0 | -4.0 | -26.3 | -8.2 | 5.7 | -78.8 | 9.6
CN1/C(=C/C(=O)C2CCC2)Sc2ccccc21 | -0.2 | -1.2 | 5.4 | -32.9 | -24.7 | -25.6 | 0.3 | 11.7 | 2.5
c1ccc(NC(=NCc2ccco2)c2ccccc2)cc1 | -12.0 | -13.6 | 4.6 | -3.5 | -18.0 | 9.4 | 11.6 | 25.8 | 7.6
COc1ccccc1N1CCN(Cc2nc(N)nc(Nc3ccc(C)c(Cl)c3)n2)CC1 | -17.7 | 10.8 | . | . | -8.3 | 4.1 | 20.1 | 5.2 | .
CC(C)C(=O)Nc1ccccc1C(=O)N/N=C/c1ccc([N+](=O)[O-])cc1 | 51.1 | -28.0 | . | . | -5.3 | 3.8 | -50.6 | 0.7 | .
CS(=O)(=O)NCc1ccc(C(=O)NCc2ccccc2)cc1 | 2.6 | -34.5 | -0.7 | -16.2 | . | -12.3 | -0.3 | 3.5 | 4.8
CCOC(=O)c1cnc2ccccc2c1NCCc1ccc(OC)c(OC)c1 | -3.7 | -65.6 | . | . | -13.4 | -8.1 | 2.1 | -21.2 | .
CCOC(=O)N1CCN(c2ccc(C(=O)CC)cc2F)CC1 | 1.6 | -3.8 | -6.9 | -1.2[fluorescence artefact?] | 1.5 | -15.6 | -1.3 | -3.1 | 8.6
O=C(CSc1nc2ccccc2o1)Nc1ccccc1N1CCOCC1 | -4.6 | -8.6 | 14.1 | -9.6 | -15.2 | -7.4 | 3.9 | 16.4 | 5.0
COc1ccc(CCC(=O)N2c3ccccc3CC2C)cc1 (stereo unspecified) | 0.1 | -193.3 | 1.7 | 3.4 | -14.3 | 3.0 | 0.6 | -1.8 | -1.9
CCc1ccc(NC(=O)CSc2nnc(CC)c(CC)n2)cc1 | -3.8 | 1.5 | 0.8 | -3.5 | 7.0 | 18.4 | 2.4 | -0.8 | 7.3
COc1ccc(-n2c3c(cc(C(=O)Nc4ccc5c(c4)C(=O)NC5=O)c2=O)C(=O)CCC3)cc1 | 4.7 | -4.2 | . | . | . | -26.8 | -6.5 | -28.5 | .
Cc1cc(=O)[nH]c(SCCOc2ccc(OC(C)C)cc2)n1 | -2.8 | 12.0 | -3.4 | -10.7 | -11.1 | 7.5 | 6.8 | -1.4 | 5.0
O=CNCC(=O)NCCc1ccc(Cl)cc1 | . | -0.8 | 5.7 | 0.4[fluorescence artefact?] | -14.1 | 7.9 | . | 1.4 | 9.7
C/C(=N/NC(N)=S)c1ccccc1[N+](=O)[O-] | 7.5 | -5.8 | . | . | 3.7 | 4.1 | -5.8 | -19.2 | .
CC(C)C(C(=O)NC1CCCCC1)N(CC1CCCO1)C(=O)CNS(=O)(=O)c1ccc(F)cc1 (stereo unspecified) | . | 4.5 | . | . | -8.5 | -7.1 | . | 9.7 | .

Complete entries, looked up by structure. Screens in order: sEH inhibitor	IL1B cytotox	Smad3 FoxH1 inh	ERb SRC1 inh	HUVEC tox TNFa	VCAM1 TNFa inh	sEH act	cytoskel mod	Candida biofilm
Shown for `CC(CP(=O)(O)O)NC(=O)Cc1ccccc1` (stereo unspecified) → -9.0	-15.3	-9.7	2.3	-1.8	-0.6	8.4	-18.0	-2.2
Shown for `CC1(C)N=C(/C=N/O)CN1O` → 1.7	0.3	-6.1	-5.8[fluorescence artefact?]	-13.1	20.8	-2.5	4.6	4.7
Shown for `c1ccc(NC(=NCc2ccco2)c2ccccc2)cc1` → -12.0	-13.6	4.6	-3.5	-18.0	9.4	11.6	25.8	7.6
Shown for `CN1/C(=C/C(=O)C2CCC2)Sc2ccccc21` → -0.2	-1.2	5.4	-32.9	-24.7	-25.6	0.3	11.7	2.5
Shown for `Cc1ccc(/C=N/n2nnnc2N)cc1[N+](=O)[O-]` → -5.8	5.3	.	.	-10.4	-14.0	8.6	-0.1	.
